Screening results (PubChem BioAssay)
TDP1 cell noCPT = qHTS for Inhibitors of human tyrosyl-DNA phosphodiesterase 1 (TDP1): qHTS in cells in absence of CPT | Potency, µM (titrated, usually from 46.2 µM), without a hit: at the top dose activity change, negative = growth inhibition, hits mostly inhibitors | 420,000 tested, 15% active | DT40 Tdp1-/- hTDP1 cells, no CPT, ATP luminescence, 48 h; also: nearly all actives have a fitted effect of over 55% in size
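Growth kinetics read by CellTiter-Glo luminescence after ≥48 hr at 37 °C. Cells: DT40 Tdp1-/- stably carrying human TDP1, 400 per well, compound exposure in the absence of CPT (DMSO vehicle).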
TDP1 block = qHTS Assay for Inhibitors of Tyrosyl-DNA Phosphodiesterase (TDP1); Tyrosyl-DNA phosphodiesterase 1 (Homo sapiens), Q9NUW8; recombinant TDP1, AlphaScreen DNA substrate cleavage; Potency, µM (titrated, usually from 130 µM), inactives show top-dose activity change, negative = inhibition, actives largely listed as inhibitors; 350,000 tested, 0.28% active; also: nearly all actives have a fitted effect of over 40% in size
Target sequence (Q9NUW8 whole entry, looked up): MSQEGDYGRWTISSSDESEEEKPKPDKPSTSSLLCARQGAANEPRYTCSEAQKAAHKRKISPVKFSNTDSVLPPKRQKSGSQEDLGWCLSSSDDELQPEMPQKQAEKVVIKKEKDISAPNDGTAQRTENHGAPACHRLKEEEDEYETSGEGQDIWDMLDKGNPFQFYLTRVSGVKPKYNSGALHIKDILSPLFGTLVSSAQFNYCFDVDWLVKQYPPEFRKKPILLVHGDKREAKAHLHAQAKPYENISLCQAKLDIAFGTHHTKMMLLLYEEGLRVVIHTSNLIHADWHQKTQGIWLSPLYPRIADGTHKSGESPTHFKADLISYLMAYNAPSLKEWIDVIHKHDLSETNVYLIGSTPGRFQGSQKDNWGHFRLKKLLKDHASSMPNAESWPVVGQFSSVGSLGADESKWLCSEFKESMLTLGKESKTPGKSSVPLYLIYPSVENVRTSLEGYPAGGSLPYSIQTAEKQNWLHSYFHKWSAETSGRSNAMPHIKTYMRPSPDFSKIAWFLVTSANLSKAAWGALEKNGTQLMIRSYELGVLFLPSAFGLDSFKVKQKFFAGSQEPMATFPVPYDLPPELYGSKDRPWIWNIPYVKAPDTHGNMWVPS
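AlphaScreen read-out: signal falls as enzyme removes the 3' tyrosine-FITC from a 5'-biotinylated DNA oligo (15 nM, 5 min, RT). Enzyme was E. coli-made recombinant Tdp1 at 1 nM, exposed to compound for 15 min beforehand; beads 10 ug/ml, 10 min.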
N370S GC mod = qHTS Assay for Inhibitors and Activators of N370S glucocerebrosidase as a Potential Chaperone Treatment of Gaucher Disease; Lysosomal acid glucosylceramidase (Homo sapiens), P04062; N370S GC spleen homogenate, 4MU-glucoside fluorescence; Potency, µM (titrated, usually from 59.4 µM), for the others: top-dose activity change, negative = inhibition, hits mostly inhibitors; 330,000 tested, 0.092% active; AID 2101, 2009;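 also: 0% = full enzyme activity and -100% = no enzyme basal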
Active calls of the source: *; ? = inconclusive; . = not tested or not shown; & = joins results of further samples; ! = repeats disagree; [ ] = another dose, or the depositor's remark. Calls follow the shape of the dose curve; as a rule, active = well fitted curve in the direction sought with a large enough effect; inconclusive = small, poorly fitted or top-dose-only effect, or another doubt; inactive = no such curve, though single readings can be large; an effect the other way counts as inactive or inconclusive. Unless noted, % is scaled to controls: 0 for no effect and ±100 for the full control effect; potency is read from the fitted curve at half-maximal effect.

SMILES	TDP1 cell noCPT	TDP1 block	N370S GC mod
CC(C)CC(c1nnnn1C1CCCC1)N1CCC(C(N)=O)CC1 (stereo not given)	-12%	-1%	-3%
COC(=O)c1ccc2c(=O)n(CCCCCC(=O)N3CCN(c4ccc(F)cc4)CC3)c(=O)[nH]c2c1	12µM*	5%	12%
O/N=C/c1ccc(OCC(O)COc2ccc(/C=N/O)cc2)cc1	?	6%	-11%
O=C(Nc1cccc(C(F)(F)F)c1)C1CCCN1S(=O)(=O)c1cccc2cccnc12 (stereo not given)	16µM*	2%	14%
CC(C)Cc1nnc(NC(=O)CCc2c[nH]c3ccccc23)s1	-19%	8%	8%
CCOc1cc(/C=N/N2C(=O)NC3(CCCCC3)C2=O)cc(Br)c1O	-23%	-8%	-5%
CCOC(=O)c1c(-c2ccc(C)cc2)csc1NC(=O)c1nc(SC(C)C)ncc1Cl	4%	7%	.
CCc1ccc(N2C(=O)CS(=O)(=O)C23C(=O)N(Cc2ccccc2)c2ccccc23)cc1 (stereo not given)	?	4%	.
COc1ccc(Cl)cc1NC(=O)CCN1CCN(c2ccccc2C)CC1	?	5%	0%
CC(=O)Nc1ccccc1NC(=O)CN(C)S(=O)(=O)c1ccc(C)cc1	-14%	2%	27%
CC(C)C(C(=O)OCC(=O)c1cccc([N+](=O)[O-])c1)N1C(=O)[C@@H]2[C@H]3CC[C@H](C3)[C@@H]2C1=O (stereo not given in full)	?	0%	6%
Cc1csc(NC(=O)c2cc(C)oc2C)n1	-27%	4%	-1%

Brought forward from above: 4 compounds, then new ones.
SMILES	TDP1 cell noCPT	TDP1 block	N370S GC mod
COc1ccc(Cl)cc1NC(=O)CCN1CCN(c2ccccc2C)CC1	?	5%	0%
CC(=O)Nc1ccccc1NC(=O)CN(C)S(=O)(=O)c1ccc(C)cc1	-14%	2%	27%
CC(C)C(C(=O)OCC(=O)c1cccc([N+](=O)[O-])c1)N1C(=O)[C@@H]2[C@H]3CC[C@H](C3)[C@@H]2C1=O (stereo not given in full)	?	0%	6%
Cc1csc(NC(=O)c2cc(C)oc2C)n1	-27%	4%	-1%
CCOc1cc(CNC(C)(C)CO)cc(Br)c1OCc1ccc(Cl)cc1Cl	21µM*	4%	-25%
Cc1ccc(-c2ccc(=O)n(Cc3cccc(Br)c3)n2)cc1	-18%	.	?
CN1C(=O)Cc2cc(S(=O)(=O)CCC(=O)Nc3ccc(F)c(Cl)c3)ccc21	-2%	5%	.
CCCC(=O)Nc1ccc(-c2nc3cc(C)c(C)cc3o2)cc1	-2%	-1%	2%
CCN(C(=O)COC(=O)/C=C/c1cnc2ccccc2n1)c1ccccc1	3%	-1%	22%
Cc1ccc[n+](C(C)C(=O)c2ccc(-c3ccccc3)cc2)c1 (stereo not given)	5.2µM*	0%	-10%
CCN(C(=O)CSc1nnc(-c2ccncc2)n1Cc1ccccc1)C1CCS(=O)(=O)C1 (stereo not given)	6%	8%	10%
CCOc1ccc(CCNC(=O)CCn2c(=O)c3cccn3c3ccc(F)cc32)cc1OCC	13µM*	5%	.
CC(C)N(C(=O)CSc1cn(CC(=O)N2CCCCCC2)c2ccccc12)C(C)C	18µM*	0%	.
CCNc1nc(N)nc(Oc2ccc(OCCOc3ccc(Cl)cc3Cl)nn2)n1	-25%	2%	2%
O=C(COC(=O)/C=C/c1ccccc1[N+](=O)[O-])NCC(F)(F)F	-2%	5%	-9%
CCN(CCCc1ccccc1)CCCc1ccccc1	23µM*!	5%	-8%
C=CCOc1ccc(Br)cc1/C=C1/SC(=Nc2ccc(C(=O)O)cc2)NC1=O	13%	79µM*	-7%
COc1cc(OC)c(Nc2nc3ccccc3c3nncn23)cc1Cl	-23%	-2%	.
O=C(c1ccc(S(=O)(=O)c2ccccc2Cl)c([N+](=O)[O-])c1)N1CCCCCC1	18µM*	5%	?
COC(OC)c1ccnc(-c2ccc(OC(=O)c3cccs3)cc2)n1	-5%	1%	18%
CC1CCN(CCCNC(=O)c2ccc3c(Cl)c4c(nc3c2)CCCC4)CC1	3.7µM*	2%	-12%
Cc1ccc(N2CC(C(=O)Nc3nnc(SCC(=O)N4CCOCC4)s3)CC2=O)cc1 (stereo not given)	9%	5%	-7%
O=C(Nc1ccccc1C(=O)N/N=C/c1ccc(F)cc1)c1ccccc1Br	-3%	2%	-1%
Cc1ccc(C)c(S(=O)(=O)N2CCN(C(=O)CCNC(=O)c3ccc(Br)cc3)CC2)c1	21µM*	0%	-20%
CC(C)COc1ccc(CNC(=S)NCc2ccccc2)cc1	?	3%	-14%
COc1ccc(-c2nnc(SC(C)C(=O)Nc3nccs3)n2Cc2ccccc2)cc1OC (stereo not given)	?	5%	14%
O=C(c1cccc(S(=O)(=O)Nc2ccc(F)cc2)c1)N1CCC1	-6%	2%	.
COc1cc2c(cc1OC)CN(C(=O)c1cc(C3CC3)nn1-c1ccccc1)CC2	?	7%	.
O=c1oc2cc(OCCO)ccc2c2c1CCCC2	12%	2%	-7%
C[C@H](CO)N1C[C@H](C)[C@@H](CN(C)Cc2ccc(-c3ccccc3)cc2)Oc2ccc(NC(=O)Cn3cnnn3)cc2C1=O	?	3%	.
CC(=O)N1N=C(c2cccs2)CC1c1cccs1 (stereo not given)	?	-5%	4%
CN(C)Cc1ccccc1-c1nccc(N(C)Cc2ccco2)n1	?	.	2%
CCc1ccc(NC(=O)C/C(C)=N/NC(=O)COc2ccccc2C)cc1	-26%	.	3%
CCc1nc2ccccc2c(C(=O)OCC(=O)NCCCN2CCCC2=O)c1C	-8%	3%	3%
Cc1ccc(C(=O)NC2CCN(C(=O)Nc3ccccc3)CC2)cc1	0%	4%	0%
N#Cc1ccccc1N=Cc1ccc(Br)cc1	-8%	-2%	-3%
Nc1nnc(-c2ccc(Cl)cc2)o1	17%	-1%	-7%
CCc1ccccc1OCC(=O)OCC(=O)N1CC(=O)Nc2ccccc21	8%	-3%	6%
Cc1cccc(-n2c(CNC(=O)c3cccc(F)c3)nnc2SCC(=O)Nc2ccccc2F)c1	?	7%	.
Cc1ccc(S(=O)(=O)NC(=O)c2cc(C)n(-c3ccccc3)c2C)cc1	-20%	3%	10%
COc1cc(NC(=S)NC(C)(C)C)c(OC)cc1Cl	-17%	-8%	16%
CCOc1ccc2oc(C(=O)N(CC)CC(=O)Nc3ccc(NC(C)=O)cc3)c(C)c2c1	-9%	2%	.
CCN1C(=O)[C@H]2[C@H]3CN=C(SCC(=O)c4ccccc4)N3[C@@](CC)(C(=O)OC)[C@H]2C1=O	-11%	-1%[56.1 µM]	.
CCCCOc1c(Br)cc(CNCCCN2CCOCC2)cc1OC	13µM*	6%	-6%
CCN(CC(=O)Nc1c(F)cccc1F)C(=O)c1cnccn1	7%	1%	-30%
COc1cc(N/N=C/c2ccc(N(C)C)cc2)ncn1	?	4%	8%
O=C(NC1CCCCC1)c1ccc(Br)o1	-1%	1%	4%
CCOC(=O)N1CCN(c2nc(-c3ccco3)cc(C(F)(F)F)n2)CC1	?	0%	2%
O=C1NC[C@@H](Cc2cccc3ccccc23)N(CCCCC2CCCCC2)C1=O	-24%	-4%	4%
CN(C)S(=O)(=O)c1ccc(C(=O)Nc2ccccc2OC(F)(F)C(F)F)cc1	-20%	0%	0%
CC(C)(C)NC(=O)CSc1nnc(-c2ccccc2)c(-c2ccccc2)n1	?	.	3%
CCCn1c(SCC(=O)c2ccc3c(c2)OCCO3)nc2c1c(=O)n(C)c(=O)n2C	-2%	10%	4%
O=C(CSc1nnc2ccccn12)NNC(=O)c1ccc(Cl)cc1	-5%	5%	-1%
Cc1ccc(NC(=O)CC(NCC2CCCO2)C(=O)O)cc1C (stereo not given)	14%	2%	14%
COc1cc(CNC(C)c2ccccc2)cc(Br)c1OCc1ccc(F)cc1 (stereo not given)	?	.	-7%
COc1ccccc1C(=O)NCCC(=O)N1CCN(C(=O)c2ccco2)CC1	2%	-10%	1%
CN(C)/C=N/c1ncc(C(=O)OC(C)(C)C)s1	7%	9%	6%
CCCCNC(=S)N/N=C/C1=CCC2CC1C2(C)C (stereo not given)	18µM*	8%	?
COC(=O)Cc1[nH]n(-c2nc3ccccc3s2)c(=O)c1C(C)=Nc1ccc(Cl)cc1	21µM*	.	5%
Cc1cccc2c3c([nH]c12)CCN(C)C3	?	.	-12%
CCC(C)NC(=O)Cn1cccc1C(=O)c1ccccc1 (stereo not given)	-18%	4%	-13%
COc1ccc(NC(=O)CN(C)C(C)C(=O)NC(=O)NC2CCCCC2)cc1 (stereo not given)	-7%	0%	5%
O=C(Nc1nnc(-c2ccc3c(c2)CCCC3)o1)C1COc2ccccc2O1 (stereo not given)	?	11%	9%
COc1ccc(Cc2nc3ccc(C(=O)N4CCOCC4)cc3o2)cc1	-22%	4%	-1%

Continuation.
SMILES	TDP1 cell noCPT	TDP1 block	N370S GC mod
Cc1nc2cc(C(=O)NCc3cccnc3)ccc2n1-c1ccc(F)cc1F	-5%	2%	-2%
O=C(c1ccc(S(=O)(=O)N2CCOCC2)cc1)N1CCCc2ccccc21	-28%	3%	-1%
O=C(COC(=O)c1ccc(S(=O)(=O)N2CCCC2)cc1)NCc1ccco1	1%	-2%	-12%
COC(=O)CCNC(=O)c1ccc2nc(Cc3ccc(OC)c(OC)c3)oc2c1	-16%	.	-3%
O=C(O)c1ccccc1Nc1ccccc1	?	5%&5%&12%&2%	-3%&1%&21%&3%&5%
CC1(C)OC(=O)N(c2ccccc2)C12C=Cc1cc(Br)ccc1O2 (stereo not given)	?	2%	-1%
Cc1cc2nncn2c2ccccc12	-6%	0%	1%
COc1ccccc1C(c1nnnn1CC1CCCO1)N1CCN(c2ccccc2)CC1 (stereo not given)	-1%	-3%	4%
Cc1ccnc(NC(=O)CCC2COc3ccccc3O2)c1 (stereo not given)	1%	7%	-11%
COC(=O)c1ccc(C2/C(=C(/O)c3ccc4c(c3)CC(C)O4)C(=O)C(=O)N2CCN2CCOCC2)cc1 (stereo not given)	0%	6%	-14%
CCN(CC)C(=O)Cn1c(=O)n(CCCCCC(=O)Nc2ccccc2)c(=O)c2sccc21	?	2%&3%	-15%
COc1ccc(/C(CC2(O)C(=O)Nc3ccccc32)=N\O)cc1 (stereo not given)	7%	5%	-5%
COc1cc(NS(=O)(=O)c2ccc(NS(=O)(=O)c3ccc(NC(C)=O)cc3)cc2)nc(OC)n1	11%	.	-10%
CN(C)c1nc(NCc2ccccc2)nc(N/N=C/c2cccc(Br)c2)n1	7.3µM*	4%	-9%
CC12CN3CC(C)(CN(C1)C3c1ccc(Cl)cc1)C2 (stereo not given)	4%	1%	-2%
COc1ccccc1NC(=O)CSc1nc(N)c(-c2ccccc2)c(=O)[nH]1	-12%	.	3%
C[C@H](CO)N1C[C@H](C)[C@@H](CN(C)Cc2ccc(Cl)c(Cl)c2)Oc2ccc(NC(=O)Cn3cnnn3)cc2C1=O	-2%	5%	.
CCCn1nnnc1NCc1ccc(C(C)C)cc1	-15%	4%	0%
O=C(CSc1nc(-c2ccccc2)c(-c2ccccc2)o1)Nc1nncs1	-20%	7%	-23%
CCOC(=O)C(c1ccc(OC)c(OC)c1)C1c2ccccc2C=C(C)N1C(=O)OC (stereo not given)	.	10%[12.3 µM]	5%[12.8 µM]
Cc1cc(C)cc(OCc2ccc(C(=O)NC3CCOC3=O)o2)c1 (stereo not given)	-1%	2%	21%
Brc1ccccc1-n1nnc(-c2ccnc3ccccc23)n1	?	6%	26%
COc1cc(CNCCNC(=O)c2cccs2)cc(OC)c1OC	0%	-3%	-10%
CCCc1[nH]nc2c1C(c1cccc(OC)c1)C(C#N)=C(N)O2 (stereo not given)	?	5%	-11%
COc1cccc(/C=C/C(=O)OCC(=O)N2CCN(c3ccccc3)CC2)c1	-9%	2%	.

Sorted by count of non-hydrogen atoms (largest number first): some entries from above.
SMILES	TDP1 cell noCPT	TDP1 block	N370S GC mod
COC(=O)c1ccc2c(=O)n(CCCCCC(=O)N3CCN(c4ccc(F)cc4)CC3)c(=O)[nH]c2c1	12µM*	5%	12%
Cc1cccc(-n2c(CNC(=O)c3cccc(F)c3)nnc2SCC(=O)Nc2ccccc2F)c1	?	7%	.
CCOc1ccc2oc(C(=O)N(CC)CC(=O)Nc3ccc(NC(C)=O)cc3)c(C)c2c1	-9%	2%	.
Cc1ccc(C)c(S(=O)(=O)N2CCN(C(=O)CCNC(=O)c3ccc(Br)cc3)CC2)c1	21µM*	0%	-20%
CCc1ccccc1OCC(=O)OCC(=O)N1CC(=O)Nc2ccccc21	8%	-3%	6%
COc1cc(CNCCNC(=O)c2cccs2)cc(OC)c1OC	0%	-3%	-10%
O=C(NC1CCCCC1)c1ccc(Br)o1	-1%	1%	4%

Some of the compounds tested (hit frequency here may not be typical).
